# From PubChem BioAssay
# HT1080-NT tox: qHTS for induction of synthetic lethality in tumor cells producing 2HG: qHTS for the HT-1080-NT fibrosarcoma cell line; HT-1080-NT fibrosarcoma viability, CellTiter-Glo ATP luminescence, 48 h; Potency, µM (titrated, usually from 46.1 µM), for the others: at the top dose activity, negative = less viability, hits mostly cytotoxic; 1.6% of 360,000 active;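 note: NT is the 2HG producing partner of a matched IDH1 knockdown line; potency is the fitted concentration of half-maximal effect; 0% = DMSO-treated cells and -100% = media-only wells without cells; nearly all actives have a fitted effect of over 55% in size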
#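 HT-1080-NT; 750 cells/well; 5% FBS RPMI; 48 h compound, 37 degrees C; CellTiter-Glo luminescence; curve fitting and curve-class assignment.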
# ATXN2 expr inh: Primary qHTS for Inhibitors of ATXN expression; AID 1745845, 2022; Potency, µM (top dose mostly 57 µM), inactives show at the highest dose activity change, negative = inhibition, hits mostly inhibitors; HEK-293 ATXN2-luciferase reporter, luminescence, 24 h; 0.72% of 360,000 active; note: potency is the fitted concentration of half-maximal effect; % is set by controls: 0 for no effect and ±100 for the full control effect; nearly all actives have a fitted effect of over 55% in size
#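 ATXN2-luciferase reporter cells (luciferase flanked by upstream and downstream ATXN2 gene portions) were treated 24 h at 37 °C with compounds at up to 57 uM. SteadyGlo luminescence gave expression; GF-AFC fluorescence gave viability.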
# HT1080 IDH1KD tx: qHTS for induction of synthetic lethality in tumor cells producing 2HG: qHTS for the HT-1080-IDH1KD cell line. HT-1080 IDH1 knockdown viability, ATP luminescence, 48 h. Potency, µM (doses to about 46.1 µM), for the others: top-dose activity, negative = toxicity, usual class: cytotoxic. 2% of 360,000 active. AID 686971, 2013;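 note: potency is the fitted concentration of half-maximal effect; 0% = DMSO wells and -100% = cell-free medium wells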
#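 Luminescent ATP read-out (CellTiter-Glo, 10 min at room temperature) after 48 h compound exposure at 37 °C gave viability of IDH1-knockdown HT-1080 cells. Activity was normalised to DMSO and cell-free wells, then fitted as concentration-response curves.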
# WRN helicase inh: qHTS for Inhibitors of WRN Helicase; Bifunctional 3'-5' exonuclease/ATP-dependent helicase WRN (Homo sapiens), Q14191; WRN helicase unwinding, fluorescent forked duplex, kinetic; Potency, µM (doses to about 114 µM), for inactives: top-dose activity change, negative = inhibition, most hits filed as inhibitors; 0.46% of 360,000 active; AID 651768, 2012; note: potency is the fitted concentration of half-maximal effect; % is set by controls: 0 for no effect and ±100 for the full control effect; nearly all actives have a fitted effect of over 55% in size
# Target sequence (Q14191 whole entry, looked up): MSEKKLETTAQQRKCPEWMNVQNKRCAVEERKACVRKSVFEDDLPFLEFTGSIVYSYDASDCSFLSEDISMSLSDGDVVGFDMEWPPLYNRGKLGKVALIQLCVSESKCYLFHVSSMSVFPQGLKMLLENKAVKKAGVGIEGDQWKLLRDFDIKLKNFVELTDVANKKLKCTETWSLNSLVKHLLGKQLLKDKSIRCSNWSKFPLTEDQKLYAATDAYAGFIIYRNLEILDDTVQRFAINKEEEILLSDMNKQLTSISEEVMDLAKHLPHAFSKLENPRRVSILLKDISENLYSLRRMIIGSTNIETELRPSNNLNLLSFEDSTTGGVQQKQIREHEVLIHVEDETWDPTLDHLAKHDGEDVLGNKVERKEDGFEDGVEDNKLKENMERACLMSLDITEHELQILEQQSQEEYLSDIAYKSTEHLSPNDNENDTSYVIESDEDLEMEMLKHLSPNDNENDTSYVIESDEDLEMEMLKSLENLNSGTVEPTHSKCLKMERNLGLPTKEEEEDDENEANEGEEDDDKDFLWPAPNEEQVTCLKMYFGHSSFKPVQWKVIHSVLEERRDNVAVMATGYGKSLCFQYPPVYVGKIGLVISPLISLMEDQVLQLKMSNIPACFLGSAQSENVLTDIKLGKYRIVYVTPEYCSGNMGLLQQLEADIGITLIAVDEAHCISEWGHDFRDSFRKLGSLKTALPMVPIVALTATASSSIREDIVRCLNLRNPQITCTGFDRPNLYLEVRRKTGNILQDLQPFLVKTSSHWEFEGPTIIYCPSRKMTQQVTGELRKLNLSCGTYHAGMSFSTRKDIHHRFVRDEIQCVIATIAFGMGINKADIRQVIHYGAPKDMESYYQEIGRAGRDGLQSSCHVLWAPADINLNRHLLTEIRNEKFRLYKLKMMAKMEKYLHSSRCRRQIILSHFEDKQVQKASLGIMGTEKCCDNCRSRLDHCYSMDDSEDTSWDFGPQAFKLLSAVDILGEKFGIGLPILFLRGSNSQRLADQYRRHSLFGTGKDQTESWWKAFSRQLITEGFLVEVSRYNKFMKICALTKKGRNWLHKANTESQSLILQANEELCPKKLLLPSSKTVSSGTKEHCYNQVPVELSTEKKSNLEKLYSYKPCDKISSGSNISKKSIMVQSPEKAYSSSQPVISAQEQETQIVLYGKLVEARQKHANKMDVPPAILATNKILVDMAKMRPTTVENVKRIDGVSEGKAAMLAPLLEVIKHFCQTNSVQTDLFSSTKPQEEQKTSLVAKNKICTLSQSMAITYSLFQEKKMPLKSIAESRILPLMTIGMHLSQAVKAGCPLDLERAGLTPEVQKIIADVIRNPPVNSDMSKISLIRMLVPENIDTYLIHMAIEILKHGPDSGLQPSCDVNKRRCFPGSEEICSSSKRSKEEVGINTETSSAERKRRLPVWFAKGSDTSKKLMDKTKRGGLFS
#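 Kinetic red-fluorescence monitoring (525/598 nm) tracks WRN helicase activity after 100 nM fluorophore-quencher forked duplex and 2 mM ATP are added to 20 nM enzyme pretreated 15 min at room temperature with compound.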
# IL-1B inflam inh: qHTS for Inhibitors of Inflammasome Signaling: IL-1-beta AlphaLISA Primary Screen. AID 743279, 2014. 4.7% of 360,000 active. activity change, % at 57.5 µM. THP-1 LPS/ATP IL-1B secretion, AlphaLISA, 16 h; active compounds read low; in the data active = activity change below about -50%; inconclusive = mostly about -30% to -49%; note: % is set by controls: 0 for no effect and ±100 for the full control effect
#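 THP-1 cells pretreated 1 hr with compounds (up to 57.5 uM final), then stimulated with LPS (250 ng/mL final) plus ATP (1.25 mM final); secreted IL-1B measured by AlphaLISA after 16 hr, decreased signal indicating inhibition.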
# KB-V1 cytotox: qHTS assay for MDR1-selective chemotherapeutics: Primary screen using the drug-selected MDR subline cells KB-V1; KB-V1 MDR cells viability, CellTiter-Glo, 72 h; 3.4% of 400,000 active; AID 1347076, 2019; Potency, µM (series often up to 46.1 µM), for the others: top-dose activity change, negative = cytotoxicity, most hits filed as cytotoxic; note: potency is the fitted concentration of half-maximal effect; % is set by controls: 0 for no effect and ±100 for the full control effect; nearly all actives have a fitted effect of over 60% in size
#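 In this primary screen, KB-V1 cells overexpressing P-gp are incubated with library compounds (lowest to highest concentration) for 72 h at 37 degrees C before a luminescent ATP viability read.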
# MCF10A rereplic: A quantitative high throughput screen for small molecules that induce DNA re-replication in MCF 10a normal breast cells; MCF 10A DNA re-replication, Hoechst nuclear intensity, 48 h; 2.9% of 350,000 active; Potency, µM (highest dose often 46.1 µM), inactives show at the highest dose activity, positive = re-replication, usual class: activators; note: potency is the fitted concentration of half-maximal effect; % of control where 0% means no effect; nearly all actives have a fitted effect of over 50% in size
# KB-3-1 tox: qHTS assay for MDR1-selective chemotherapeutics: Primary screen using the parental adenocarcinoma cell KB-3-1 | Potency, µM (series often up to 46.1 µM), inactives show at the top dose activity change, negative = cytotoxic, actives largely listed as cytotoxic | KB-3-1 viability, CellTiter-Glo ATP luminescence, 72 h | 1.4% of 400,000 active | AID 1347075, 2019; note: potency is the fitted concentration of half-maximal effect; % is set by controls: 0 for no effect and ±100 for the full control effect; nearly all actives have a fitted effect of over 60% in size
#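 Luminescent ATP read-out (CellTiter-Glo) measures survival of drug-naive KB-3-1 cells after 72 h compound exposure at 37 °C. Titration series was screened from lowest to highest concentration, with DMSO vehicle plates as background controls.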
# SW480 rerep: A quantitative high throughput screen for small molecules that induce DNA re-replication in SW480 colon adenocarcinoma cells. AID 624297, 2012. Potency, µM (series often up to 46.1 µM), for the others: at the highest dose re-replication activation, usual class: activators. SW480 DNA re-replication, Hoechst DNA content imaging, 48 h. 1.8% of 340,000 active; note: potency is the fitted concentration of half-maximal effect; % of control where 0% means no effect; nearly all actives have a fitted effect of over 55% in size
#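 Per well, 250 cells were exposed to pinned compound for 48 hr. Nuclear DNA was visualised with Hoechst (40 min, 37 C) and total object intensity recorded by fluorescence scanning.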
# * marks the source's active call; other numbers are inactive results; i = inactive; ? = inconclusive; · = not tested or not shown; [ ] = dose if it differs, or a comment. Unless noted, calls come from the whole dose curve; as a rule, active = well fitted curve in the direction sought with a large enough effect; inconclusive = small, poorly fitted or top-dose-only effect, or another doubt; inactive = no such curve, though single readings can be large; an effect the other way counts as inactive or inconclusive.
# The opening three entries, ahead of the listing:
Molecule	HT1080-NT tox	ATXN2 expr inh	HT1080 IDH1KD tx	WRN helicase inh	IL-1B inflam inh	KB-V1 cytotox	MCF10A rereplic	KB-3-1 tox	SW480 rerep
CC1=C(C(N)=O)C(c2ccc(Cl)cc2Cl)n2ncnc2N1 (configuration not stated)	-6.4%	-1.3%	-2.1%	-12.2%	-20.1	-11.7%	2.3%	2.1%	17.0%
O=C(c1ccc(F)cc1)N(C(=O)c1ccc(F)cc1)c1ncccn1	2.1%	-4.6%	2.0%	-4.8%	4.5	4.8%	3.4%	11.1%	-14.5%
CCCCNC(=O)Nc1ncn[nH]1	8.5%	·	14.4%	8.9%	-1.0	-0.2%	0.4%	-11.5%	0.5%

# Results, repeating the preview:
Molecule	HT1080-NT tox	ATXN2 expr inh	HT1080 IDH1KD tx	WRN helicase inh	IL-1B inflam inh	KB-V1 cytotox	MCF10A rereplic	KB-3-1 tox	SW480 rerep
CC1=C(C(N)=O)C(c2ccc(Cl)cc2Cl)n2ncnc2N1 (configuration not stated)	-6.4%	-1.3%	-2.1%	-12.2%	-20.1	-11.7%	2.3%	2.1%	17.0%
O=C(c1ccc(F)cc1)N(C(=O)c1ccc(F)cc1)c1ncccn1	2.1%	-4.6%	2.0%	-4.8%	4.5	4.8%	3.4%	11.1%	-14.5%
CCCCNC(=O)Nc1ncn[nH]1	8.5%	·	14.4%	8.9%	-1.0	-0.2%	0.4%	-11.5%	0.5%
Cc1ccc(-n2c(C)cc(C=C3C(=O)CC(C)(C)CC3=O)c2C)cc1	4.4%	-9.3%	0.3%	-1.4%	3.6	?	0.9%	-12.2%	-0.6%
O=C1C2CCCN2C(c2ccc(Br)cc2)N1c1ccc(F)cc1 (configuration not stated)	6.6%	2.4%	15.2%	-2.2%	20.9	39.6%	-11.9%	0.9%	0.6%
OC(CSc1ccccc1Cl)CN1CCN(c2ccccc2F)CC1 (configuration not stated)	-27.2%	9.3%	-28.3%	-8.2%	5.1	-16.1%	?	?	-11.6%
O=C(OCCN1CCCC1=O)c1cc(F)c(F)c(F)c1F	17.2%	1.2%	5.0%	8.1%	-6.1	5.0%	8.2%	-2.1%	-1.5%
O=C(Nc1ccc(N2CCOCC2)cc1)c1csc([C@@H]2O[C@H](CO)[C@H](O)[C@H](O)[C@H]2O)n1	19.7%	20.2%	20.4%	9.9%[57.1 µM]	-9.4	-2.0%	·	6.4%	·
COC(=O)CNC(=O)C1Nc2ccc(OC(F)(F)F)cc2C2C=CCC12 (configuration not stated)	0.0%	7.5%	0.0%	-3.8%	18.1	15.1%	?	0.0%	1.6%
CC(C)C(=O)Nc1c2c(nc3ccccc13)N(C)CC2	-0.2%	4.9%	-1.6%	5.0%	23.4	-1.9%	12.7%	11.9%	1.7%
Cc1cc(C)n(CCCNC(=O)c2ccc(C)c(S(=O)(=O)N3CCOCC3)c2)n1	9.7%	5.0%	6.0%	1.0%	6.0	13.6%	9.8%	0.7%	-11.0%
COC(=O)c1ccc(CNC(=O)CSC(C)C(=O)Nc2cc(C)on2)cc1 (configuration not stated)	-4.0%[9.24 µM]	4.8%	-0.4%	4.0%	6.2	0.0%	-1.6%	0.0%	-3.5%
COc1ccccc1-c1csc2ncnc(Sc3nnnn3C)c12	·	-18.4%	·	·	·	-23.6%	8.1%	?	?
O=C(N/N=C\c1cc2c(cc1Cl)OCO2)c1cccs1	-0.3%	5.5%	-0.7%	10.6%	0.0	2.2%	?	10.4%	-6.6%
Cc1ccc2c(C)c(C(=O)N(Cc3ccncc3)CC3CCCO3)oc2c1C (configuration not stated)	-16.6%	-7.4%	-21.2%	-27.9%	i	?	?	-15.7%	?

# Next results follow.
Molecule	HT1080-NT tox	ATXN2 expr inh	HT1080 IDH1KD tx	WRN helicase inh	IL-1B inflam inh	KB-V1 cytotox	MCF10A rereplic	KB-3-1 tox	SW480 rerep
CCOC(=O)COc1cccc2c(=O)n(CC(=O)NCc3ccc4c(c3)OCO4)ccc12	4.61µM*	-7.5%	?	-4.1%	-5.2	-15.1%	?	?	7.31µM*
O=C(NCCCN1CCOCC1)c1ccc2c(c1)N(Cc1ccccc1)C(=O)c1ccccc1S2=O (configuration not stated)	-11.6%	-9.3%	-9.5%	1.6%	-11.3	-12.9%	6.1%	-17.8%	?
CCc1nc2c(OCC(=O)C(C)(C)C)cccn2c1N(C)C(=O)COc1ccccc1	8.7%	-3.6%	0.0%	-4.1%	4.8	1.3%	·	0.0%	·
CCN(CC)S(=O)(=O)c1ccc(OC)c(NC(=O)COc2ccccc2[N+](=O)[O-])c1	24.6%	-36.2%	11.7%	-11.2%	48.6	2.1%	5.1%	0.6%	1.3%
CC(Cc1ccccc1)N1CCCC1=O (configuration not stated)	10.0%	7.7%	4.5%	2.7%	14.0	-17.4%	4.8%	-9.3%	-4.4%
COc1ccc(-c2c(-c3cc(OC)cc(OC)c3)n(C)c3ccc(-c4ccc(SC)cc4)cc23)cc1	3.6%	8.7%	10.2%	6.0%	8.6	?	-11.7%	0.0%	16.4%
O=C(Cc1cccs1)N/N=C\c1ccc(O)cc1	8.8%	·	7.2%	-2.0%	-11.4	-2.1%	9.1%	1.2%	-0.4%
O=C(/C=C/c1ccc(F)cc1)NC(=S)NNC(=O)c1cccnc1	-4.4%	-0.2%	-10.5%	4.7%	20.7	?	5.6%	-15.5%	-8.6%
CC1(C)CC(=O)C(/C=N/n2cnc3ccccc3c2=O)=C(O)C1	18.9%	31.4%[activator]	16.0%	6.7%	0.4	3.0%	-2.4%	2.8%	-1.1%
COc1cc(/C=C2/NC(=O)NC2=O)cc(Br)c1OCc1ccc(C(=O)O)cc1	-0.1%	1.6%	0.0%	-14.3%[57.1 µM]	3.9	2.1%	-2.1%	10.5%	0.6%
O=C(N/N=C/c1c(Cl)cccc1Cl)c1cccc(F)c1	11.9%	34.8%	12.1%	-0.6%	3.0	-2.4%	-9.1%	11.4%	3.6%
CCCCNC(=O)COC(=O)c1cc2c(C)nn(-c3ccccc3)c2s1	-3.1%	-9.5%	-2.9%	5.1%	17.5	-3.2%	26.1%	-3.4%	0.0%
CN(C(=O)COC(=O)c1cccnc1Cl)C1CCCCC1	22.0%	37.8%[activator]	24.4%	-0.6%	5.6	1.2%	1.0%	19.0%	1.3%
O=C(OCc1ccccc1)/C(=C(\O)c1ccccc1Br)c1ccc(-c2ccccc2)cn1	19.0%	5.5%	12.9%	41.2%[activator]	-9.5	?	?	0.3%	-11.5%
O=C(Nc1c2c(nn1-c1cccc(Cl)c1)CS(=O)(=O)C2)c1ccco1	1.4%	-13.9%	14.3%	-4.2%[57.1 µM]	0.5	10.8%	2.0%	11.3%	27.7%

# (further entries)
Molecule	HT1080-NT tox	ATXN2 expr inh	HT1080 IDH1KD tx	WRN helicase inh	IL-1B inflam inh	KB-V1 cytotox	MCF10A rereplic	KB-3-1 tox	SW480 rerep
COc1ccc(/C=N/NC(=O)CCC(=O)Nc2ccccc2)cc1OC	-12.3%	·	0.0%	0.3%	-4.7	-5.1%	15.2%	2.5%	17.8%
CCC(=O)NCCc1cc2ccc(C)c(C)c2[nH]c1=O	20.6%	30.9%	25.1%	-4.8%	2.4	5.7%	4.0%	?	-7.6%
O=C(O)c1ccccc1C(=O)c1cccc2ccccc12	10.7%	2.9%	18.5%	-2.4%	17.7	14.7%	-2.1%	14.4%	2.4%
CC(C)Oc1ccc(N2CC(C(=O)Nc3ccccc3F)CC2=O)cc1 (configuration not stated)	-0.1%	-1.2%	-1.7%	-1.3%	-0.1	-3.2%	2.7%	0.6%	-3.8%
O=C(N/C(=C/c1cccs1)c1nc2ccccc2[nH]1)c1ccccc1	-4.9%	10.3%	-11.6%	4.5%	-14.6	-10.0%	10.5%	-5.3%	5.1%
COc1ccc(/C=N/NC(=O)C2(C)NC(C)(C)Cc3ccccc32)cc1 (configuration not stated)	26.3%	-11.3%	?	-20.2%	-3.4	0.4%	?	1.1%	-0.6%
CC(=O)N1CCc2cc(S(=O)(=O)NC(Cc3ccccc3)C(=O)Nc3cc(C)ccn3)ccc21 (configuration not stated)	3.9%	-17.5%	6.7%	-6.9%	3.3	-0.3%	4.5%	3.8%	-2.0%
COc1ccc(C(CNC(=O)C(CCSC)NC(=O)c2ccccc2Cl)N2CCCC2)cc1 (configuration not stated)	-1.0%	·	-1.6%	9.3%	-23.8	?	?	2.5%	-5.0%
COc1ccccc1CCc1nnc(CCC(=O)NC(C)Cc2cccc(C)n2)o1 (configuration not stated)	7.1%	-6.0%	3.8%	3.4%	13.3	-13.1%	?	0.0%	13.5%
COc1ccc(S(=O)(=O)N2CCN(CC(=O)N3CCOCC3)CC2)cc1OC	-1.7%	7.0%	-0.7%	-5.2%	0.2	24.8%	-2.7%	-0.7%	1.3%
CN1CCC(N(C)CC(O)c2ccccc2)CC1 (configuration not stated)	-3.2%	-26.4%	19.3%	-1.0%	0.0	0.0%	3.9%	2.7%	-7.6%
CN(Cc1ccccc1)CC1CCCN(CCc2ccccc2F)C1 (configuration not stated)	-4.7%	-19.6%	-9.4%	7.6%	-22.7	-5.4%	?	6.5%	-0.9%
Cc1cc(C)nc(SCC(=O)Nc2ccnc3ccccc23)n1	0.6%	-0.5%	-13.2%	-19.7%	?	4.61µM*	-6.3%	3.66µM*	2.8%
